# Source: PubChem
# AmpC inh det: AmpC beta-lactamase inhibition, detergent assay | purified AmpC, nitrocefin hydrolysis with detergent | Potency, µM (series often up to 28.7 µM), for inactives: at the top dose activity change, negative = inhibition | 71,000 tested, 0.09% active; active means well fitted curve in the direction sought with a large enough effect
# Target sequence (P00811 whole entry, looked up): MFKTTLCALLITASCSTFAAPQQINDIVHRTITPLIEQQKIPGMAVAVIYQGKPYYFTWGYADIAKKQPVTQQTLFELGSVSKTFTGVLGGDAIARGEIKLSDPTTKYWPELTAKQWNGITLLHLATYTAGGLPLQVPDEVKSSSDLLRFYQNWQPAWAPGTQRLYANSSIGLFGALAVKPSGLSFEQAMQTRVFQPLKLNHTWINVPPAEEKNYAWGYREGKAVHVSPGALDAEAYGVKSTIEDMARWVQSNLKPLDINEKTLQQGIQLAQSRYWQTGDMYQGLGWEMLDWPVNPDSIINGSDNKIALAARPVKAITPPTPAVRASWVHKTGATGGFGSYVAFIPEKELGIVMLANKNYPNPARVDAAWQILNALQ
#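 E. coli AmpC (5.3 nM) in 20 mM phosphate pH 7.0 with 0.01% Triton X-100, preincubated 15 min RT with compound; nitrocefin (2 uL of 800 uM stock) hydrolysis followed by 480 nm absorbance every 20 s over 4 min.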
# * hit, by the source's call; [ ] = another dose, or the depositor's remark. On the % scale 0 is the no-effect control and ±100 the full control effect; potency means the concentration at half of the fitted maximal effect. A portion of the library. The share of hits here may be higher or lower than overall.
compound	AmpC inh det
O=c1cc(N2CCc3ccccc3C2)[nH]c(=O)n1Cc1ccc(F)cc1	-7.1%
COc1ccc(-c2[nH]c(-c3cccc(OC)c3)nc2SCC(=O)NCc2ccco2)cc1	7.6%
C=CCn1c(C)cc(C(=O)CSc2nnc(-c3cccc(S(=O)(=O)N(CC)CC)c3)o2)c1C	0.3%
Cn1cc(-c2nc3cncnc3n(Cc3ccccc3Cl)c2=O)c2ccccc21	2.2%
C[C@@H](C(=O)Nc1ccc2ccccc2c1)[C@H]1C[C@]1(C)[C@H](NS(=O)(=O)c1ccccc1)c1ccccc1	1.5%
Cc1[nH]c(=O)[nH]c(=O)c1S(=O)(=O)N1CCCC(C(=O)NCCc2ccccc2)C1 (stereo not drawn)	-4.3%
COc1ccc2cc(C(c3nnnn3C(C)(C)C)N3CCc4ccccc4C3)c(=O)[nH]c2c1 (stereo not drawn)	-5.1%
CCOC(=O)Cc1csc(NC(=O)c2cnc3scc(C)n3c2=O)n1	-5.8%
COc1cccc(Nc2ncc3nc(-c4cccs4)c(=O)n(C[C@H]4CCCO4)c3n2)c1	-1.2%
CC12CC(c3ccccc3O1)C(C(=O)OCc1ccccc1)C(=O)N2 (stereo not drawn)	9.2%
COc1cc(OC)cc(-c2nnc(SCC(=O)N3c4ccccc4Sc4ccccc43)o2)c1	-1.3%
C[C@H](CN(C)C)C(C#N)(c1ccccc1)c1ccccc1	-2.2%[5.75 µM]
Cn1c(=O)c(=O)n(C)c2cc(S(=O)(=O)N3CCC(Cc4ccccc4)CC3)ccc21	0.8%
COc1ccc2nc3oc(C(=O)NCc4cccs4)cc3cc2c1	-1.6%
O=C(c1ccco1)N1CCC2(CC1)CN(Cc1cc(C(F)(F)F)cc(C(F)(F)F)c1)C2	-3.8%
CCn1c2ccccc2c2cc(C3N=C(N)Nc4nc5ccccc5n43)ccc21 (stereo not drawn)	3.1%
COc1cccc(C(c2nnnn2Cc2ccc(F)cc2)N2CCC(C(N)=O)CC2)c1OC (stereo not drawn)	4.8%
COc1ccccc1CNc1ncnc2ccc(-c3c(C)noc3C)cc12	10.9%
Cc1cccc2cc(C(c3nnnn3Cc3ccccc3)N3CCN(c4ccccc4)CC3)c(=O)[nH]c12 (stereo not drawn)	7.4%
COCC(=O)Nc1nc2n(n1)C(c1ccccc1)CC(c1ccc(OC)cc1)N2 (stereo not drawn)	12.3%
CCc1ccc(NC(=O)CS(=O)CC(=O)NCC2OCCc3ccccc32)cc1 (stereo not drawn)	11.8%
CN(C)Cc1ccccc1-c1cncnc1NCc1ccccc1	8.1%
O=C(Nc1cccc(Cl)c1)c1c(O)c2c(n(Cc3ccco3)c1=O)CCCC2	1.7%
O=C1OC(c2ccc(O)c(-c3ccccc3)c2)(c2ccc(O)c(-c3ccccc3)c2)c2c(Cl)c(Cl)c(Cl)c(Cl)c21	-2.2%[5.75 µM]
COc1cccc(-c2nccc(NCc3ccccc3OC)n2)c1	9.0%
Cc1cc(C(=O)CSc2nnnn2-c2ccc(Cl)cc2)c(C)n1CC1CCCO1 (stereo not drawn)	-0.5%
CCCC(=O)NCCCCNC(=O)CCC	5.5%
Cc1ccc(-c2noc(CCC(=O)NCCCN3CCN(c4ccc(F)cc4)CC3)n2)cc1	-2.3%
COc1ccc(C(=O)N2CCC3(CCCN(c4ccc(-c5ccccc5)cc4)C3)CC2)cc1	-0.5%
OC(C#CCN1CCCCC1)c1ccccc1 (stereo not drawn)	0.3%
O=C(CCSc1nc(-c2ccco2)cc(C(F)(F)F)n1)Nc1ccc2c(c1)OCO2	-2.2%
c1ccc(-c2ccc(OCCCn3cncn3)cc2)cc1	0.1%
Cc1cc(N2CCN(c3ccccc3)CC2)nc(NCc2ccccc2)n1	-2.5%
Cc1ccc(CN2CCN(CC(=O)N3CCC4(CC3)OCCO4)C2=O)cc1	-6.1%
COc1cccc(C2=NO[C@@H]3C(=O)N(Cc4ccccc4)C(=O)[C@H]23)c1OC	-4.0%
CCn1c2c(c3cc(Cl)ccc31)CCCC2=O	5.5%
C[C@H](C(=O)c1ccncc1)c1ccccn1	-1.1%[5.75 µM]
O=C(c1oc2ccccc2c1CSCc1ccccc1)N1CCN(c2ncccn2)CC1	-2.4%
O=c1cccc2n1CC1CC2CN(Cc2c(F)cccc2Cl)C1 (stereo not drawn)	6.6%
O=C(NCc1ccco1)C(c1ccco1)N(C(=O)Cn1nnc2ccccc21)c1ccc2c(c1)CCC2 (stereo not drawn)	26.5%
CCCCP(=O)(O)CCC(=O)O	-8.9%
CCc1ccc(S(=O)(=O)NCc2cn3c(C)csc3n2)s1	7.2%
COCCN(C(=O)CN1CCc2ccccc2C1)c1c(N)n(Cc2ccccc2)c(=O)[nH]c1=O	-1.3%
CC(NC(=O)C1CCC1)c1ccccc1 (stereo not drawn)	-2.0%
O=C(c1ccc(F)cc1)N1CCN(C2CC3CCC2C3)CC1 (stereo not drawn)	-1.0%
CCSc1nnc(NC(=O)CSc2ncccn2)s1	6.2%
CC1CCCC(NC(=O)CSc2nnnn2C)C1C (stereo not drawn)	-4.3%
COC(=O)C(O)(CC(=O)Nc1ccc(OC(F)(F)F)cc1)C(F)(F)F (stereo not drawn)	-1.4%
CC(C(=O)N1CCOCC1)N1c2cccc3cccc(c23)S1(=O)=O (stereo not drawn)	19.8%
O=C(Cn1ncc2ccccc21)N1CCN(c2cccc(C(F)(F)F)c2)CC1	23.3%

# (further entries)
compound	AmpC inh det
O=C(Cn1nc(Cc2ccncc2)c2ccccc2c1=O)N1CCc2ccccc2C1	10.8%
CC(=NCC1CCNCC1)C1=C(O)CC(C)(C)CC1=O	5.4%
COc1ccccc1Cc1noc(C(C)(C)NC(=O)c2ccccc2)n1	-6.0%
Cc1cc(NS(=O)(=O)c2ccc(NC(=O)CCCOc3ccc(Cl)cc3)cc2)no1	-1.5%
COc1ccc(C2C(C(C)=O)=C(O)C(=O)N2CCc2ccccc2)c(OC)c1 (stereo not drawn)	-6.0%
COCCn1c(=O)c(C)nc2cnc(Nc3ccccc3)nc21	0.2%
O=C1OC(c2ccc(O)cc2)(c2ccc(O)cc2)c2ccccc21	7.6%
Brc1ccc(-c2csc(/N=C/N3CCOCC3)n2)cc1	-0.3%
CN(C)CCCc1c[nH]c2ccccc12	-0.5%[5.75 µM]
Cc1cc(-n2c(C)cc(C(=O)CN3C(=O)NC4(CCCCC4)C3=O)c2C)no1	-6.9%
CC[N+](C)(CC)CCC[n+]1c(-c2ccccc2)c2cc(N)ccc2c2ccc(N)cc21	-0.9%[12.8 µM]
OC[C@@H]1O[C@@H](n2cnc3c(N[C@H]4CCC[C@@H]4O)ncnc32)[C@H](O)[C@H]1O	-2.5%
COC(=O)[C@H]1C2CCC(C(=O)OC)(CC2)[C@H]1C(=O)OC	-3.8%
COc1ccc(C)cc1NC(=O)CN1C(=O)c2ccccc2S1(=O)=O	8.6%
O=C(Nc1ccccc1)NC1CS(=O)(=O)CC1O (stereo not drawn)	-4.4%
CC1(C)CNC(=O)c2sc(NC(=O)CN3CCOCC3)nc2C1	-1.4%
O=C(Nc1ccc(Cl)cc1)N(Cc1cccnc1)Cc1ccco1	0.1%
CCOC(=O)c1sc(=NC(=O)c2ccc(S(=O)(=O)N3CCOCC3)cc2)n(C)c1C	-2.0%
CC1(C(=O)O)C=CCN1C(=O)c1ccccc1 (stereo not drawn)	14.7%
CCOCCCNC(=O)Cn1nc(-c2ccccc2)ccc1=O	7.6%
CCC(=Nc1ccc(OC)cc1OC)c1c(O)[nH]c(=O)[nH]c1=O	-2.6%
O=C(NCc1ccco1)c1cc(-c2ccccc2)on1	-9.1%
CCOC(=O)C1CCCN(CC(=O)Nc2c(C(=O)OC)[nH]c3ccc(Cl)cc23)C1 (stereo not drawn)	-2.6%
Cc1cc(C(=O)OCn2nnc3ccccc3c2=O)c(C)n1-c1ccccc1	6.5%
O=C(Nc1ccc(Br)cc1Cl)Nn1cnnc1	-1.9%

# Carrying on.
smiles | AmpC inh det
Cc1ccc(-c2n[nH]c(=S)n2C)cc1 | 3.2%
CC(=O)N1CCc2cc(C(=O)CN3CCCN(Cc4ccc(F)cc4)C3)ccc21 | 15.2%
Nc1nc(C2CCCN2S(=O)(=O)c2ccc(Cl)cc2)cs1 (stereo not drawn) | 18.0%
Cc1cc(NC(=O)c2cc(-c3ccc4c(c3)OCO4)on2)n(-c2ccccc2)n1 | -2.9%
Cn1cnnc1SCC(=O)Nc1ccccc1Sc1ccccc1 | -1.0%
COc1ccc(C2SCC(C(=O)O)N2C(C)=O)cc1OC (stereo not drawn) | 14.8%
Cc1cc(OC(=O)CNC(=O)OC(C)(C)C)c2c(C)cc(=O)oc2c1 | -5.1%
Cc1ccc2[nH]c(=O)c(C(c3nnnn3CC3CCCO3)N3CCc4ccccc4C3)cc2c1 (stereo not drawn) | 7.9%
CC(C)CCNC(=O)CN(CCN1CCOCC1)C(=O)Cn1nnc(-c2ccc(F)cc2)n1 | 1.3%
COc1ccccc1N1CCN(C(=O)CSc2nnc(NC(=O)C3CCC3)s2)CC1 | 17.2%
CN1CCN(c2nc3c(c(=O)n(C)c(=O)n3C)n2C)CC1 | -0.2%[5.75 µM]
NC(=O)CSc1nnc(Cn2c(=O)sc3ccccc32)n1-c1ccccc1 | 5.1%
Cc1ccc(S(=O)(=O)NCCC(=O)Nc2nnc(C3CC3)s2)cc1C | 6.1%
COc1ccccc1CN1C(=O)C2CC=CCC2C1=O (stereo not drawn) | -3.9%
COc1ccc(NC(=O)c2ccc(S(=O)(=O)N(C)C)cc2)cc1OC | 19.0%
O=C(O)c1nc(-c2ccccc2)[nH]c1C(=O)O | -3.8%[5.75 µM]
Cc1cc(C(=O)OCC(=O)c2ccc3c(c2)OCCO3)c(C)o1 | 14.6%
N[C@H](Cn1ccc(=O)[nH]c1=O)C(=O)O | -4.0%
CC1=C(/C=C/C(C)=C/C=C/C(C)=C/C(=O)Nc2ccc(O)cc2)C(C)(C)CCC1 | 0.9%
Cc1cc(C)n(CCOC(=O)C2C(C=C(Cl)Cl)C2(C)C)n1 (stereo not drawn) | 0.6%
CCOc1cccc(C=Nc2cc(C)cc(C)c2O)c1O | -3.0%
CCOCCCn1c(=NC(=O)c2cccnc2)c(C(=O)OCC)cc2c(=O)n3ccccc3nc21 | -1.9%
CC(=O)NCCc1c[nH]c2ccc(O)cc12 | -0.7%
COc1cc(Br)cc(-c2nc3c(c(=O)[nH]c(=O)n3Cc3ccccc3)n2C)c1O | -1.3%
CN(C)S(=O)(=O)c1ccc(C(=O)Nc2cccc(C(=O)O)c2)cc1 | -7.8%
N#Cc1c(NC(=O)CSc2nc3ccccc3c(=O)n2Cc2ccco2)sc2c1CCCC2 | 11.6%
COc1ccc(-n2c(Cn3c(=O)sc4ccccc43)nnc2SCC(=O)N2CCCCC2)cc1 | 5.1%
COc1ccc(C(=O)CSc2nc3nc(C)cc(C)c3c(=O)[nH]2)cc1OC | -4.5%
COc1ccc(Cn2c(CCC(=O)Nc3ccc(CC#N)cc3)nc3cccnc32)cc1 | -2.4%
Cc1nc2cnc(OCc3ccccc3)nc2n(Cc2ccc(F)cc2)c1=O | -0.7%

# For convenience, part of the list above.
smiles | AmpC inh det
O=C(O)c1nc(-c2ccccc2)[nH]c1C(=O)O | -3.8%[5.75 µM]
Cc1cc(C(=O)OCC(=O)c2ccc3c(c2)OCCO3)c(C)o1 | 14.6%
N[C@H](Cn1ccc(=O)[nH]c1=O)C(=O)O | -4.0%
CC1=C(/C=C/C(C)=C/C=C/C(C)=C/C(=O)Nc2ccc(O)cc2)C(C)(C)CCC1 | 0.9%
Cc1cc(C)n(CCOC(=O)C2C(C=C(Cl)Cl)C2(C)C)n1 (stereo not drawn) | 0.6%
CCOc1cccc(C=Nc2cc(C)cc(C)c2O)c1O | -3.0%
CCOCCCn1c(=NC(=O)c2cccnc2)c(C(=O)OCC)cc2c(=O)n3ccccc3nc21 | -1.9%
CC(=O)NCCc1c[nH]c2ccc(O)cc12 | -0.7%
COc1cc(Br)cc(-c2nc3c(c(=O)[nH]c(=O)n3Cc3ccccc3)n2C)c1O | -1.3%
CN(C)S(=O)(=O)c1ccc(C(=O)Nc2cccc(C(=O)O)c2)cc1 | -7.8%
N#Cc1c(NC(=O)CSc2nc3ccccc3c(=O)n2Cc2ccco2)sc2c1CCCC2 | 11.6%
COc1ccc(-n2c(Cn3c(=O)sc4ccccc43)nnc2SCC(=O)N2CCCCC2)cc1 | 5.1%
COc1ccc(C(=O)CSc2nc3nc(C)cc(C)c3c(=O)[nH]2)cc1OC | -4.5%
COc1ccc(Cn2c(CCC(=O)Nc3ccc(CC#N)cc3)nc3cccnc32)cc1 | -2.4%
Cc1nc2cnc(OCc3ccccc3)nc2n(Cc2ccc(F)cc2)c1=O | -0.7%

# Further entries
smiles | AmpC inh det
c1cn(-c2ncnc3sc4c(c23)CCCC4)cn1 | -1.4%
O=C(CN(CC(=O)N1CCOCC1)S(=O)(=O)c1ccc(Br)s1)N1CCOCC1 | -1.6%
OCCCNCc1ccncc1 | -4.0%[5.75 µM]
Cc1c(NC(=O)c2cc(C(C)C)on2)c(=O)n(-c2ccccc2)n1C | -2.7%
COc1cccc(Cn2c(=O)c(-c3cccs3)nc3cnc(N4CCN(C)CC4)nc32)c1 | -1.3%
CC(C)C(OC(=O)c1ccco1)C(=O)NC1CCCCC1 (stereo not drawn) | 4.3%
COc1ccccc1NC(=O)CSc1nccc(=O)[nH]1 | -3.6%
COc1ccc(C2(O)CC3CCC(C2)N3c2cc(C)nc(-c3ccccc3)n2)cc1 (stereo not drawn) | 1.0%
CCC(=NCCCN(CC)CC)c1c(O)n(C2CCCCC2)c(=O)[nH]c1=O | 14.8%
CCCCCCN=C(C)c1c(O)n(CCCC)c(=O)[nH]c1=O | 0.6%
O=C(CCCNS(=O)(=O)c1ccc(Br)cc1)N1CC[C@@]2(O)CCCC[C@H]2C1 | -3.7%
C/C(Nc1ccc(F)cc1)=C(/C#N)C(N)=O | -3.6%
CCS(=O)(=O)c1nc(NC(C)=O)n[nH]1 | -3.4%
CCOc1cccc(NC(=O)Cc2cccs2)c1 | 6.3%
Cn1cc(-c2nc3cnc(N4CCNCC4)nc3n(C)c2=O)c2ccccc21 | 1.3%
